Screening results: PubChem, National Center for Advancing Translational Sciences (NCATS)
TDP-43 yeast inh = qHTS of TDP-43 Inhibitors | TDP-43 expressing yeast growth rescue, BacTiter-Glo, 24 h | Potency, µM (titrated, usually from 46.1 µM), without a hit: at the top dose growth rescue (activation), actives largely listed as activators | 410,000 compounds, 1.8% hits | AID 652104, 2013; also: % of control where 0% means no effect; nearly all actives have a fitted effect of over 50% in size
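Yeast expressing TDP-43 (pregrown in raffinose, seeded at OD600=0.02 in galactose medium) exposed to compounds 24 hr at 30 deg C. Growth read by BacTiter-Glo luminescence; rescue of toxicity appears as increased signal.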
SW480 rerep = A quantitative high throughput screen for small molecules that induce DNA re-replication in SW480 colon adenocarcinoma cells. SW480 DNA re-replication, Hoechst DNA content imaging, 48 h. Potency, µM (top dose mostly 46.1 µM), for the others: at the highest dose re-replication activation, hits mostly activators. 340,000 compounds, 1.8% hits; also: % of control where 0% means no effect; nearly all actives have a fitted effect of over 55% in size
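Readout is total intensity of Hoechst-stained nuclei, excited at 405 nm and collected at 500-530 nm. Compound treatment lasted 48 hr at 37 C in 5% CO2 before staining.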
KB-3-1 cytotox = qHTS assay for MDR1-selective chemotherapeutics: Primary screen using the parental adenocarcinoma cell KB-3-1 | KB-3-1 viability, CellTiter-Glo ATP luminescence, 72 h | Potency, µM (highest dose often 46.1 µM), for the others: top-dose activity change, negative = cytotoxic, most hits filed as cytotoxic | 400,000 compounds, 1.4% hits; also: % is scaled to controls: 0 for no effect and ±100 for the full control effect; nearly all actives have a fitted effect of over 60% in size
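Cytotoxicity measured as CellTiter-Glo luminescence after 72 h at 37 C. Compound titrations were pinned onto drug-naive KB-3-1 parental adenocarcinoma cells grown in DMEM with 10% FBS, and normalized data fitted to concentration-response curves.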
KB-V1 MDR tox = qHTS assay for MDR1-selective chemotherapeutics: Primary screen using the drug-selected MDR subline cells KB-V1; KB-V1 MDR cells viability, CellTiter-Glo, 72 h; 400,000 compounds, 3.4% hits; Potency, µM (highest dose often 46.1 µM), without a hit: at the top dose activity change, negative = cytotoxicity, actives largely listed as cytotoxic; also: % is scaled to controls: 0 for no effect and ±100 for the full control effect; nearly all actives have a fitted effect of over 60% in size
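Potencies derive from concentration-effect curves fitted to normalized luminescence (CellTiter-Glo) of KB-V1 cells treated for 72 h at 37 degrees C in phenol-red-free DMEM containing 10% FBS.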
HT1080NT lethal = qHTS for induction of synthetic lethality in tumor cells producing 2HG: qHTS for the HT-1080-NT fibrosarcoma cell line; 360,000 compounds, 1.6% hits; Potency, µM (titrated, usually from 46.1 µM), for inactives: top-dose activity, negative = less viability, hits mostly cytotoxic; HT-1080-NT fibrosarcoma viability, CellTiter-Glo ATP luminescence, 48 h; AID 686970, 2013;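 also: NT is the 2HG producing partner of a matched IDH1 knockdown line; 0% = DMSO-treated cells and -100% = media-only wells without cells; nearly all actives have a fitted effect of over 55% in size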
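Viability of the 2HG-overproducing fibrosarcoma line after 48 hours of compound exposure at 37 degrees C was determined by luminescence with CellTiter-Glo, and concentration-effect curves were then fitted and categorized.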
GLP1R ag = qHTS of GLP-1 Receptor Agonists; HEK293 GLP-1R CRE-luciferase, luminescence, 4-6 h; cells express a hypersensitive GLP-1R form; Potency, µM (highest dose often 45.6 µM), without a hit: top-dose activation, usual class: activators; 380,000 compounds, 0.007% hits; also: % of control where 0% means no effect
Target sequence (P43220 whole entry, looked up): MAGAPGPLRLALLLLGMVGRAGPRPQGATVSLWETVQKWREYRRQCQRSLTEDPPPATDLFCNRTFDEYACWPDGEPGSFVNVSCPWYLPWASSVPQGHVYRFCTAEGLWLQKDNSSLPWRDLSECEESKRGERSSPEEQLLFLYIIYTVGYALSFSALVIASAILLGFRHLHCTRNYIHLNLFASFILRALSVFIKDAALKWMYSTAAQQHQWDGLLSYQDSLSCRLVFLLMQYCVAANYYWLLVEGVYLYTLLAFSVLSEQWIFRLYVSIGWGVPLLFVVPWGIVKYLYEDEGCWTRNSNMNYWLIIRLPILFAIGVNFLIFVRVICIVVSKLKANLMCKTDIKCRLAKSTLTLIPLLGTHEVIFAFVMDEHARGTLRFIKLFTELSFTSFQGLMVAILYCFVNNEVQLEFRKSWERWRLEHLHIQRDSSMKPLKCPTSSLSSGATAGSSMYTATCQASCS
HT1080 IDH1KD tx = qHTS for induction of synthetic lethality in tumor cells producing 2HG: qHTS for the HT-1080-IDH1KD cell line. AID 686971, 2013. HT-1080 IDH1 knockdown viability, ATP luminescence, 48 h. Potency, µM (doses to about 46.1 µM), for the others: top-dose activity, negative = toxicity, most hits filed as cytotoxic. 360,000 compounds, 2% hits;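 also: 0% = DMSO wells and -100% = cell-free medium wells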
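IDH1KD HT-1080 cells, 750/well, RPMI + 5% FBS; compound pinned after 2 h settling; 48 h, 37 °C; CellTiter-Glo luminescence; % activity normalised to DMSO and no-cell wells; curves fitted, classed by r2 and efficacy.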
HEK293 tox = qHTS of GLP-1 Receptor Inverse Agonists: Cytotox Screen | Potency, µM (titrated, usually from 38.3 µM), inactives show at the highest dose activity change, negative = inhibition, actives largely listed as inhibitors | 410,000 compounds, 0.13% hits | HEK293 cAMP-luciferase reporter cells, luminescence, 24 h;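 also: loss of luciferase light is scored as toxicity; % is scaled to controls: 0 for no effect and ±100 for the full control effect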
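Compound-treated cells are incubated 24 hr at 37 deg C under 5% CO2 after a 12 hour attachment period, then luciferase detection reagent is added and luminescence is measured following 12 min at room temperature; lowered signal indicates toxicity.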
GLP-1R inv ag = qHTS of GLP-1 Receptor Inverse Agonists (Inhibition Mode); Glucagon-like peptide 1 receptor (Homo sapiens), P43220; HEK293 GLP-1R CRE-luciferase, luminescence, 24 h; GLP-1R form is constitutively active; Potency, µM (doses to about 38.3 µM), for inactives: at the highest dose activity change, negative = inhibition, most hits filed as inhibitors; 410,000 compounds, 1.6% hits; also: % is scaled to controls: 0 for no effect and ±100 for the full control effect; nearly all actives have a fitted effect of over 55% in size
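HEK293 cells stably co-expressing constitutively active GLP-1R and a cAMP-responsive luciferase reporter were seeded in DMEM with 10% Nu serum, given compounds after 12 h, and incubated 24 h at 37 deg C. Luminescence was then read.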
Active calls of the source: *; & = joins results of further samples; [ ] = dose if it differs, or a comment. Calls follow the shape of the dose curve; as a rule, active = well fitted curve in the direction sought with a large enough effect; inconclusive = small, poorly fitted or top-dose-only effect, or another doubt; inactive = no such curve, though single readings can be large; an effect the other way counts as inactive or inconclusive. Potency is read from the fitted curve at half-maximal effect.

How did Cc1cc2oc(=O)cc(CN3CCOCC3)c2cc1Cl do in these assays?
TDP-43 yeast inh: 27%; SW480 rerep: -2%; KB-3-1 cytotox: 1%; KB-V1 MDR tox: 0%; HT1080NT lethal: 11%; GLP1R ag: -7%; HT1080 IDH1KD tx: -9%; HEK293 tox: -29%; GLP-1R inv ag: 4%

How did COCCNS(=O)(=O)c1cc(C)c(C)cc1C do in these assays?
TDP-43 yeast inh: -7%; SW480 rerep: 2%; KB-3-1 cytotox: 2%; KB-V1 MDR tox: -14%; HT1080NT lethal: 10%; GLP1R ag: -2%; HT1080 IDH1KD tx: 20%; HEK293 tox: -5%; GLP-1R inv ag: -15%

How did CCOc1ccccc1N(C(=O)CNC(=O)c1ccco1)C(C(=O)NC1CCCC1)c1ccncc1 (configuration not stated) do in these assays?
TDP-43 yeast inh: 4%; SW480 rerep: 0%; KB-3-1 cytotox: -9%; KB-V1 MDR tox: -14%; HT1080NT lethal: 0%; GLP1R ag: 0%; HT1080 IDH1KD tx: 5%; HEK293 tox: -2%; GLP-1R inv ag: 3%

Results for COc1ccc(CC(=O)NCC(=O)N/N=C/c2sccc2C)cc1 ?
TDP-43 yeast inh: 20%; SW480 rerep: 3%; HT1080NT lethal: 3%; GLP1R ag: -8%; HT1080 IDH1KD tx: 10%; HEK293 tox: 1%; GLP-1R inv ag: 18%

Results for COc1ccc(Cn2c(SCC(N)=O)nc3c(sc4ccccc43)c2=O)cc1 ?
TDP-43 yeast inh: 15%; KB-3-1 cytotox: 6%; KB-V1 MDR tox: 17%; GLP1R ag: 0%; HEK293 tox: -2%; GLP-1R inv ag: 3%

Results for CC1(C)CC(=O)C(N=Nc2ccc(Br)cc2)=C(O)C1 ?
TDP-43 yeast inh: 10%; SW480 rerep: -31%[inhibitor]; KB-3-1 cytotox: -6%; KB-V1 MDR tox: -3%; HT1080NT lethal: -9%; GLP1R ag: 8%; HT1080 IDH1KD tx: -4%; HEK293 tox: 6%; GLP-1R inv ag: -5%

Results for CCN1C(=O)[C@H]2[C@H]3CN=C(SCC(=O)c4ccccc4)N3[C@@](C)(C(=O)OC)[C@H]2C1=O ?
TDP-43 yeast inh: 26%; SW480 rerep: 2%; KB-3-1 cytotox: 3%; KB-V1 MDR tox: inconclusive; HT1080NT lethal: -1%; GLP1R ag: -1%; HT1080 IDH1KD tx: -1%; HEK293 tox: -3%; GLP-1R inv ag: 6%

Results for O=C1CC2(CCN(C(=O)c3ccc(Br)cc3)CC2)Oc2ccccc21 ?
TDP-43 yeast inh: -24%; SW480 rerep: -8%; KB-3-1 cytotox: -15%; KB-V1 MDR tox: inconclusive; HT1080NT lethal: -1%; GLP1R ag: -4%; HT1080 IDH1KD tx: -16%; HEK293 tox: 13%; GLP-1R inv ag: inconclusive

What do the screens show for `COc1ccc(CC(=O)Oc2ccc(C#N)cc2)cc1`?
TDP-43 yeast inh: 15%; SW480 rerep: inconclusive; KB-3-1 cytotox: 0%; KB-V1 MDR tox: 9%; HT1080NT lethal: 2%; GLP1R ag: 0%; HT1080 IDH1KD tx: 0%; HEK293 tox: 1%; GLP-1R inv ag: 8%

Results for N#C/C(=C/c1cccc([N+](=O)[O-])c1)c1nnc2n1CCCCC2 ?
TDP-43 yeast inh: 23%; SW480 rerep: -4%; KB-3-1 cytotox: -9%; KB-V1 MDR tox: inconclusive; HT1080NT lethal: inconclusive; GLP1R ag: -14%; HT1080 IDH1KD tx: inconclusive; HEK293 tox: -12%; GLP-1R inv ag: -31%

Results for CCc1ccc(S(=O)(=O)c2nnn3c2nc(N2CCN(c4ccccc4)CC2)c2cc(Cl)ccc23)cc1 ?
TDP-43 yeast inh: 5%; KB-3-1 cytotox: 2%; KB-V1 MDR tox: inconclusive; HEK293 tox: 3%; GLP-1R inv ag: 1%

What do the screens show for `COc1cccc(NC(=O)CCCn2c(=O)[nH]c3ccccc3c2=O)c1`?
TDP-43 yeast inh: inconclusive; SW480 rerep: -1%; KB-3-1 cytotox: -2%; KB-V1 MDR tox: 2%; HT1080NT lethal: -5%; GLP1R ag: -2%; HT1080 IDH1KD tx: -1%; HEK293 tox: -2%; GLP-1R inv ag: 22%

How did CC1(C)C(/C=C/C=C/C=C/C=C2\N(CCCCS(=O)(=O)O)c3ccc4ccccc4c3C2(C)C)=[N+](CCCCS(=O)(=O)[O-])c2ccc3ccccc3c21 do in these assays?
TDP-43 yeast inh: 5%; SW480 rerep: -56%&-4%[inhibitor]; KB-3-1 cytotox: 0%; KB-V1 MDR tox: 20%; HT1080NT lethal: -29%; GLP1R ag: 10%&14%; HT1080 IDH1KD tx: -28%; HEK293 tox: -23%; GLP-1R inv ag: -8%

Results for COc1cccc(C2C(C#N)=C(N)N(N(C)C)C3=C2C(=O)CCC3)c1 (configuration not stated) ?
TDP-43 yeast inh: -2%; SW480 rerep: 4%; KB-3-1 cytotox: 1%; KB-V1 MDR tox: inconclusive; HT1080NT lethal: 11%; GLP1R ag: -2%; HT1080 IDH1KD tx: -3%; HEK293 tox: 1%; GLP-1R inv ag: -5%

How did CC1CC(C)(C)Nc2ccc(OC(=O)c3ccco3)cc21 (configuration not stated) do in these assays?
TDP-43 yeast inh: 0%; SW480 rerep: inconclusive; KB-3-1 cytotox: inconclusive; KB-V1 MDR tox: inconclusive; HT1080NT lethal: 18µM*; GLP1R ag: -37%[inhibitor]; HT1080 IDH1KD tx: 23µM*; HEK293 tox: 87%[activator]; GLP-1R inv ag: inconclusive

Results for Cc1cccc(OCc2ccc(C(=O)Nc3ccc(F)cc3)cc2)c1 ?
TDP-43 yeast inh: 0%; SW480 rerep: inconclusive; KB-3-1 cytotox: -12%; KB-V1 MDR tox: inconclusive; HT1080NT lethal: -1%; GLP1R ag: -23%; HT1080 IDH1KD tx: -1%; HEK293 tox: 5%; GLP-1R inv ag: 24%

Results for CNc1ccc(/C=C/C(=O)c2cccc3ccccc23)cc1[N+](=O)[O-] ?
TDP-43 yeast inh: -22%; SW480 rerep: 16µM*; KB-3-1 cytotox: inconclusive; KB-V1 MDR tox: 15µM*; HT1080NT lethal: 15%; GLP1R ag: -1%; HT1080 IDH1KD tx: 1%; HEK293 tox: inconclusive; GLP-1R inv ag: inconclusive

Results for CCOC(=O)N1CCC(Nc2c(NCCCN(CC)Cc3ccccc3)c(=O)c2=O)CC1 ?
TDP-43 yeast inh: -8%&14%; SW480 rerep: -1%&-1%; KB-3-1 cytotox: 3%&12%; KB-V1 MDR tox: 2%&4%; HT1080NT lethal: 3%&-1%; GLP1R ag: -5%&2%; HT1080 IDH1KD tx: 7%&9%; HEK293 tox: -2%&3%; GLP-1R inv ag: 11%&-20%

How did COC(=O)Nc1nnc(COc2ccccc2)s1 do in these assays?
TDP-43 yeast inh: -9%; SW480 rerep: 2%; KB-3-1 cytotox: 12%; KB-V1 MDR tox: -14%; HT1080NT lethal: 7%; GLP1R ag: 0%; HT1080 IDH1KD tx: 3%; HEK293 tox: 8%; GLP-1R inv ag: -5%

How did CCCCNC(=O)N1CCN(S(C)(=O)=O)CC1 do in these assays?
TDP-43 yeast inh: -28%; SW480 rerep: inconclusive; KB-3-1 cytotox: 9%; KB-V1 MDR tox: 14%; HT1080NT lethal: 21%; GLP1R ag: 1%; HT1080 IDH1KD tx: 18%; HEK293 tox: -5%; GLP-1R inv ag: 2%

Results for COc1ccc2c(c1)CC/C2=N\OC(=O)c1ccccc1OC ?
TDP-43 yeast inh: inconclusive; SW480 rerep: -121%[inhibitor]; KB-3-1 cytotox: -4%; KB-V1 MDR tox: 6%; HT1080NT lethal: 9%; GLP1R ag: 11%; HT1080 IDH1KD tx: 3%; HEK293 tox: 10µM*; GLP-1R inv ag: 42%[activator]

What do the screens show for `CC(=O)NCCNc1nc2cc(-c3cccc(C(F)(F)F)c3)sc2c(=O)n1C`?
TDP-43 yeast inh: 28%; KB-3-1 cytotox: 0%; KB-V1 MDR tox: -18%; HT1080NT lethal: inconclusive; GLP1R ag: 0%; HT1080 IDH1KD tx: -13%; HEK293 tox: -8%; GLP-1R inv ag: -15%

Structural class: the entries above with a nitro group on carbon
Results for N#C/C(=C/c1cccc([N+](=O)[O-])c1)c1nnc2n1CCCCC2 ?
TDP-43 yeast inh: 23%; SW480 rerep: -4%; KB-3-1 cytotox: -9%; KB-V1 MDR tox: inconclusive; HT1080NT lethal: inconclusive; GLP1R ag: -14%; HT1080 IDH1KD tx: inconclusive; HEK293 tox: -12%; GLP-1R inv ag: -31%

Results for CNc1ccc(/C=C/C(=O)c2cccc3ccccc23)cc1[N+](=O)[O-] ?
TDP-43 yeast inh: -22%; SW480 rerep: 16µM*; KB-3-1 cytotox: inconclusive; KB-V1 MDR tox: 15µM*; HT1080NT lethal: 15%; GLP1R ag: -1%; HT1080 IDH1KD tx: 1%; HEK293 tox: inconclusive; GLP-1R inv ag: inconclusive
